# NCF1 inh: p47phox/p22phox peptide binding inhibitors, primary screen, biochemical, uHTS, NADPH oxidase regulatory subunit | Neutrophil cytosol factor 1 (Homo sapiens), P14598 | fluorescence polarization, 2 h | inhibition, % at 24.7 µM | actives 0.53% (n = 220,000);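 active means inhibition above about 30%, limit read from the data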;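 further: 0% = p47phox with labelled peptide and 100% = labelled peptide alone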
# PGE2 EP2 inh: human EP2 receptor antagonists, primary screen, TR-FRET cAMP, C6 glioma cells | Prostaglandin E2 receptor EP2 subtype (Homo sapiens), P43116 | C6 glioma cells expressing human EP2; cells stimulated with saturating PGE2 | inhibition, % at 25 µM | actives 0.52% (n = 260,000) | AID 1422, 2008;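 active means percent inhibition above 40 after rounding to a whole number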;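 further: rat C6 glioma host cells with rolipram phosphodiesterase inhibitor present; the protocol text gives 20 µM as final concentration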
# PPC-1+TRAIL kill: compounds killing PPC-1 cancer cells with TRAIL present, primary screen, TRAIL potentiator project, ATPLite luminescence, uHTS; cell killing (% activity), % at 4 µM; actives 0.41% (n = 220,000); PPC-1 cells + TRAIL, ATPLite viability luminescence; AID 1443, 2008;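 active means cell killing above 50% in the first pass at 4 µM, then a duplicate retest at 5 µM averaging 50% or more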;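 further: plate controls were cells with TRAIL plus DMSO for no effect and medium-only wells lacking cells for full effect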
# p97 inhibitor: inhibitors of human p97 ATPase, primary screen, biochemical. Transitional endoplasmic reticulum ATPase (Homo sapiens), P55072. recombinant p97 ATPase, Kinase-Glo ATP luminescence, 3 h. inhibition, % at 8 µM. actives 0.42% (n = 220,000); in the data active means inhibition above about 15%;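 further: 0% = DMSO vehicle and 100% = wells lacking enzyme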
# Target sequence (P55072 whole entry, looked up): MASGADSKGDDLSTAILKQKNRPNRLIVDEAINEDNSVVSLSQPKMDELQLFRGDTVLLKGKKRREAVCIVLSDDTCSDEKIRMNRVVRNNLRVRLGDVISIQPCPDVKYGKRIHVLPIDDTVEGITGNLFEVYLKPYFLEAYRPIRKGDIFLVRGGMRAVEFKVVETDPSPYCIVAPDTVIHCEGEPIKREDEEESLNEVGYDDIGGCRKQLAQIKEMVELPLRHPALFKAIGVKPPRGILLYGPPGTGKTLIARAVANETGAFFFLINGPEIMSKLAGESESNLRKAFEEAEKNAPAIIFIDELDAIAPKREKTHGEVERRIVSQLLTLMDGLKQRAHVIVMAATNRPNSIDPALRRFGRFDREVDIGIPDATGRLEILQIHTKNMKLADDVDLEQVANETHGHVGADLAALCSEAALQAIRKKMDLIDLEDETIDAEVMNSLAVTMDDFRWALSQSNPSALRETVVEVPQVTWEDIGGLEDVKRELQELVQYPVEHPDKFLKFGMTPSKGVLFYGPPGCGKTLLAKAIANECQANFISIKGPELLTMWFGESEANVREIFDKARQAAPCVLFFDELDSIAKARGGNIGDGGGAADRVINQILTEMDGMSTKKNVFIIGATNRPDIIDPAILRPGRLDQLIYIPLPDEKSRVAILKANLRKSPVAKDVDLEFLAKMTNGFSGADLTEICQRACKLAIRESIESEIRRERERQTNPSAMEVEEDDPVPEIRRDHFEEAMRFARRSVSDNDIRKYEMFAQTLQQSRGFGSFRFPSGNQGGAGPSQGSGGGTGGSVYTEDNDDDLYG
# Furin inh: human furin inhibitors, primary screen, biochemical, fluorescence intensity; P09958; purified furin, fluorogenic substrate cleavage; inhibition, % at 30 µM; actives 0.061% (n = 220,000); AID 463115, 2010; in the data active means inhibition above about 25%; further: inactives centre near -15
# Ba/F3 V617F tox: reduced viability of JAK2V617F-dependent Ba/F3 cells, primary screen, JAK2V617F inhibitor project, cell-based, Ba/F3 EpoR-JAK2V617F, luminescence; ATP luminescence; inhibition, % at 5.6 µM; actives 1.1% (n = 220,000);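 active means inhibition above the campaign mean plus 3 SD over all tested compounds, cut at about 24% in these data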;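 further: cytokine-independent growth of Ba/F3 cells driven by EpoR plus mutant JAK2; 0% = DMSO-treated cells and 100% = JAK inhibitor I control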
# TbHK1 inh: Trypanosoma brucei hexokinase 1 inhibitors, primary screen, biochemical, G6PDH-coupled NADH absorbance, MLSCN library; hexokinase 1 [Trypanosoma brucei]; recombinant TbHK1, G6PDH-coupled NADH A340; inhibition, % at 10 µM; actives 0.11% (n = 220,000);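 active means inhibition of 50% or more in the single-dose primary screen; inactive means inhibition below 50%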
# RBBP9 inhibitor: human RBBP9 inhibitors, primary screen, biochemical, fluorescence polarization, FP-Rh probe, HTS | Serine hydrolase RBBP9 (Homo sapiens), O75884 | recombinant RBBP9 | inhibition, % at 7.94 µM | actives 0.2% (n = 220,000);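 active means inhibition above the campaign mean of all tested compounds plus 3 SD, cut at about 14% in these data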;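 further: plate controls were DMSO wells with RBBP9 for no effect and wells lacking RBBP9 protein for full effect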
# Target sequence (O75884 whole entry, looked up): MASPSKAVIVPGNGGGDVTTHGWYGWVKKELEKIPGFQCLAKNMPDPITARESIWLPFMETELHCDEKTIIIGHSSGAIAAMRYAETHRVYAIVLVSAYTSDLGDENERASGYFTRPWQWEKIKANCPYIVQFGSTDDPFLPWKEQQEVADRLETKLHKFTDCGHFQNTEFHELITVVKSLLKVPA
#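 Controls: DMSO-treated enzyme wells and wells lacking RBBP9 | Material: RBBP9 protein | Technique: Fluorescence polarization | Replication: Single well per compound, no replicates | Buffer or medium: Tris-NaCl-Pluronic buffer, pH 8.0 | Timing: 30 min compound preincubation, 45 min probe labeling, 25 °C | Read-out basis: Percent inhibition from mP, scaled between DMSO and no-protein wells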
# BaF3 tox: parental Ba/F3 cell viability inhibition, counter-screen for JAK2V617F inhibitor project, murine pro-B, CellTiter-Glo luminescence. CellTiter-Glo ATP luminescence. inhibition, % at 5.6 µM. AID 1486, 2009. actives 1.1% (n = 220,000);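 active means inhibition above a per-campaign cutoff, the mean inhibition of all tested compounds plus 3 SD, cut at about 27% in these data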;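 further: 0% = DMSO wells and 100% = JAK Inhibitor I control wells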
# Numbers without * were called inactive; · = not tested or not shown; ! = a repeat was not active; [ ] = dose if it differs, or a comment.
# Below each compound – NCF1 inh	PGE2 EP2 inh	PPC-1+TRAIL kill	p97 inhibitor	Furin inh	Ba/F3 V617F tox	TbHK1 inh	RBBP9 inhibitor	BaF3 tox
- CC(=O)N1CCC(=NNC(=O)CSc2cc(C)c(Br)cc2C)CC1
  -10	4	10	7	-15	-1	-1	-7	7
- COc1cc2c(cc1OC)CN(C(C)C(=O)Nc1ccc(NC(C)=O)cc1)CC2 (stereo unspecified)
  -5	12	21	3	-9[20 µM]	0	-8	-3	4
- CN(C)CCCNC(=O)c1ccc(=O)[nH]n1
  -14	10	13	-3	-11	1	-6	0	0
- O=C(CN(Cc1ccccc1)S(=O)(=O)c1ccc2c(c1)OCCO2)Nc1ccc2c(c1)OCCO2
  -5	9	30	2	-25	-3	-5	-7	0
- Cc1cc(N2CCOCC2)n2nc(C)c(-c3ccccc3)c2n1
  1	11	10	2	0	3	-22	-5	4
- COc1ccc(CNC(=O)c2noc3c2CCCCC3)cc1
  -6	3	3[5 µM]	3	-8	-3	-4	0	6
- Cn1c(-c2ccc3c(c2)OCO3)cnc1NC(=O)CCC(=O)NCCc1ccccc1
  -9	9	1	-3	-5	2	4	-6	2
- Cc1ccc(N2C(=O)CC(Cc3cc(C)cc(C)c3)C2=O)cc1 (stereo unspecified)
  -10	6	1	-4	-10	-3	-1	-2	4
- CC1(C)C(CO)=CC(=O)C2=C1SCC(=O)N2
  -3	13	-23	5	-15	-4	-17	-10	4
- O=C(N1CCOCC1)N1CCN(C(=O)N(c2ccccc2)c2ccccc2)CC1
  -7	7	-10	4	-15[20 µM]	-2	0	-5	1
- CCOC(=O)c1cnc(-n2nc(C)cc2C)nc1NNc1nc(-c2ccccc2)cc(-c2ccccc2)n1
  -1	7	-4	-3	-27	0	-8	-9	4
- CCCC(=O)Nc1ccc(Cl)c(NC(=O)c2ccco2)c1
  -7	5	19	1	-21[20 µM]	-1	2	-9	4
- CS(=O)(=O)N(CC(=O)N1CCN(c2ccccc2)CC1)Cc1ccc(Cl)cc1
  -2	5	9	-5	-9[20 µM]	0	-13	-12	4
- CN(C)S(=O)(=O)c1cccc(NC(=O)COc2nc3ccccc3nc2N2CCOCC2)c1
  1	3	20	-3	2	6	17	-12	5
- CN1CCN(C2=C(Cl)C(=O)N(CCc3ccccc3)C2=O)CC1
  -14	13	-5	0	-18[20 µM]	-3	5	-2	5
- CN(C)C(=O)c1sccc1Oc1ccc(F)cc1[N+](=O)[O-]
  -10	5	-2	10	-25	-5	-4	-1	2
- Nc1c(C(=O)Nc2ccc3c(c2)OCCO3)nnn1CCc1ccccc1
  0	6	-20	-4	-26	8	-6	3	21
- Cc1cc2c(NC(=O)CC(C)(C)CC(=O)O)cccc2nn1
  -15	8	11	11	-3	-7	-20	-7	-2
- Cc1nc2scc(-c3cccs3)c2c(=O)n1-n1cccc1
  5	14	19	3	-13	2	-11	-4	0
- OCCC1CN(Cc2c(F)cccc2Cl)CCN1C1CCCC1 (stereo unspecified)
  -6	2	4	4	-32	1	-6	-6	5

# Additional compounds:
# Below each compound – NCF1 inh	PGE2 EP2 inh	PPC-1+TRAIL kill	p97 inhibitor	Furin inh	Ba/F3 V617F tox	TbHK1 inh	RBBP9 inhibitor	BaF3 tox
- CC(C)N(C(=O)CSc1nnc(CN2CCCCCC2=O)n1-c1ccccn1)C(C)C
  -12	9	2	6	-25	0	-3	-7	0
- O=[N+]([O-])c1cc(C(F)(F)F)ccc1NCCCCNS(=O)(=O)c1ccc2ccccc2c1
  -14	4	14	-2	-7[20 µM]	-3	3	-9	-3
- COc1ccc(OC)c2sc(N3CCCCC3)nc12
  -9	9	21	-2	-26	2	1	4	5
- COc1ccc(C(=O)c2sc3nc(C)cc(-c4cccs4)c3c2N)cc1
  -44	8	10	5	-12	-2	17	0	3
- O=c1c(-c2cc3ccccc3o2)[n+]([O-])c2ccccc2n1OCc1ccccn1
  -69	8	8	-10	-9[20 µM]	7	-6	-11	3
- CCc1ccc(/C=C2/SC(N3CCOCC3)=NC2=O)cc1
  -12	10	-8	7	3	-1	-60	0	-1
- O=C(Nc1ccccc1)Nc1ccccc1C(=O)NCC1CC1
  3	18	10	4	-19	2	-3	-7	-2
- CCCOc1ccc(/C=N/Nc2cccc([N+](=O)[O-])c2)c(O)c1
  -2	7	23	2	-11	1	-7	-7	1
- CCC(CC)NC(=O)CN(c1ccccc1OC)S(=O)(=O)c1cccs1
  -2	9	0	3	-26	-2	-5	2	-4
- O=C(NC1Cc2ccccc2C1)c1cc(COc2ccc(F)cc2Cl)on1
  -1	4	-12	-1	-35	1	-7	-2	1
- Cc1ccc(C(=O)NNC(=O)CSc2nnc3c(n2)[nH]c2ccc(C)cc23)cc1
  -18	8	-7	4	-22[20 µM]	-5	-7	6	1
- COCCNC(=O)c1nn2cccnc2c1Cl
  5	4	27	1	-21[20 µM]	-2	-6	1	3
- CC(=O)NNC(=S)NC(=O)c1cccc([N+](=O)[O-])c1
  1	6	2	2	0	1	33	-13	8
- Nc1nc(SCCN2C(=O)c3ccccc3C2=O)n[nH]1
  -1	3	17	3	-21[20 µM]	-4	1	1	0
- [O-]/[N+](=C\c1cccc(Br)c1)c1ccccc1
  4	6	-3	-2	-10	1	11	-2	4
- COc1ccc(CCNc2ccc(N3C(=O)CC(C)C3=O)cc2[N+](=O)[O-])cc1 (stereo unspecified)
  -9	5	19	3	-31	-1	-2	-11	4
- Cc1ccc(-c2cc(C(=O)Nc3ccc(S(=O)(=O)Nc4cc(C)on4)cc3)c3ccccc3n2)c(C)c1
  -4	12	5	3	-17[20 µM]	-2	0	-7	2
- CC(C)(C)C(=O)CN1CCN(S(=O)(=O)c2ccc(F)cc2)CC1
  -9	5	6	0	-15	3	0	-2	7
- O=C(N/N=C/c1coc2ccccc2c1=O)c1ccccc1Br
  1	10	14	-4	-15	4	-2	-6	9
- COc1ccc(Cn2nnnc2C(c2ccncc2)N2CCOCC2)cc1 (stereo unspecified)
  -13	8	23	-2	-6[20 µM]	0	7	-5	6

# Carrying on:
# Below each compound – NCF1 inh	PGE2 EP2 inh	PPC-1+TRAIL kill	p97 inhibitor	Furin inh	Ba/F3 V617F tox	TbHK1 inh	RBBP9 inhibitor	BaF3 tox
- CCCNC(=O)c1cccc(COCC(F)(F)F)c1
  -4	8	·	-5	-9[20 µM]	4	4	-8	7
- CC(=O)CC(C)(C)S(=O)(=O)c1ccc(Oc2ccc(S(=O)(=O)C(C)(C)CC(C)=O)cc2)cc1
  -18	17	8	-6	-14[20 µM]	1	-7	-8	3
- Clc1ccc(/C=C/c2nc(Cl)c(-c3ccc(Cl)cc3)c(Cl)n2)cc1
  -4	43*!	7	11	-4	-3	-30	-9	-1
- Cn1nc(C(F)(F)F)c(-c2ccccc2)c1NC(=O)CCC(=O)O
  1	8	24	-3	-5	3	-2	1	2
- O=C(COc1ccccc1)Nc1nnc(-c2ccccc2)o1
  -3	8	-21	7	-20	-7	5	-10	5
- S=C(Nc1ccc(Cl)cc1)Nc1ccc2cn[nH]c2c1
  -11	9	5	2	-27	-4	5	0	-3
- COc1ccc(N2CCCCn3c2nc2c3c(=O)[nH]c(=O)n2C)cc1
  -13	11	44	2	-13	-3	0	4	2
- CC(C)(C)n1nnnc1C(c1cccnc1)N1CCOCC1 (stereo unspecified)
  -2	7	1	2	-2	-3	-1	-8	6
- CC1CCN(c2ccc(C(=O)Nc3ccc4c(c3)OCO4)cc2[N+](=O)[O-])CC1
  -12	6	-29	3	-11	-3	27	2	4
- Cc1cc(C)n(-c2nncn2/N=C/c2ccccc2F)n1
  -7	9	13	4	-18	-2	-5	-8	1
- Cc1ccc(NC(=O)N2CCC(C(=O)Nc3ccc(C)cc3C)CC2)cc1
  0	4	25	-8	-13[20 µM]	3	4	-7	9
- CCC(=O)N1CCN(c2ccc(Cl)cc2NC(=O)c2ccc(N3CCCC3)c([N+](=O)[O-])c2)CC1
  -53	7	10	4	-17	-5	-33	-3	-2
- Clc1ccccc1OCc1nc(-c2ccccn2)no1
  -11	·	16	-1	-31[20 µM]	1	3	-6	2
- CC1CCN(C(=O)C(C)Sc2nc(-c3ccccc3)cc(C(F)(F)F)n2)CC1 (stereo unspecified)
  -9	4	-8	-2	-10[20 µM]	0	28	-8	4
- COc1ccc(-c2csc(N3CCN(c4cc(C)nc5ccccc45)CC3)n2)cc1OC
  -5	17	15	6	2	-2	-11	3	6
- CC(C)C(=O)Nc1ccc(C(=O)NNC(=O)c2ccco2)cc1
  3	1	11	7	2[20 µM]	0	-4	-5	3
- Cc1nc2c(C)cccc2c2c1COC2
  -4	7	27	-2	-24	0	5	-7	3
- CCn1c(-c2ccncc2)n[nH]c1=S
  -3	9	-18	4	-20	-2	1	-1	-5
- CCCCSc1cc(=O)[nH]c(N)n1
  6	11	11	7	-15	-4	-6	-5	-1
- N/C(=N\OC(=O)Cc1ccccc1)c1ccc([N+](=O)[O-])cc1
  -1	14	13	1	-19	0	-7	-8	4

# Following part
# Below each compound – NCF1 inh	PGE2 EP2 inh	PPC-1+TRAIL kill	p97 inhibitor	Furin inh	Ba/F3 V617F tox	TbHK1 inh	RBBP9 inhibitor	BaF3 tox
- CC(=C/c1ccco1)/C=N/NC(=O)c1nnn(-c2nonc2N)c1CN(C)C
  1	5	16	1	-5	-3	-84	-3	3
- O=C(O)CCCCCN1C(=O)CSC1=S
  -48	20	12	0	-11	0	4	-21	-3
- CC1Cc2ccccc2N1C(=S)NC(=O)c1ccco1 (stereo unspecified)
  24	9	30	6	-19	-2	-12	-1	2
- O=C1CC(SCCc2nc3ccccc3[nH]2)C(=O)N1c1ccc(Cl)cc1 (stereo unspecified)
  -30	6	-20	7	-18	-2	-4	-3	2
- CCn1c(COc2ccccc2C)nnc1SCC(=O)Nc1cc(C)on1
  -4	5	1	0	-13	-2	-13	-8	4
- O=C(NN1C(=O)/C(=C/c2cccs2)SC1=S)c1ccccc1
  -3	8	32	0	-6	-2	-5	-3	2
- NS(=O)(=O)c1ccc(NC(=S)NC(=O)c2ccc3c(c2)OCO3)cc1
  5	2	-17	7	-24	-2	4	-2	4
- O=C(Nc1ccc(Cl)cc1)Nc1ccc(N2CCOCC2)cc1
  -8	9	7	2	-15[20 µM]	0	-1	-1	1
- CCCSc1ccc(-c2nn(-c3ccccc3)cc2/C=C(/C#N)C(=O)N2CCOCC2)cc1
  -14	4	2	2	-7	-1	-12	-10	6
- O=C(/C=C/c1ccc([N+](=O)[O-])cc1)NCc1ccccn1
  -6	7	22	5	-8	-2	-16	-7	5
- CC(=O)N(CCN1CCOCC1)Cc1cc2cc3c(cc2nc1Cl)OCO3
  -13	10	14	1	-23	4	-19	-4	10
- COc1ccccc1NC(=O)c1ccc(CN(c2cc(Cl)ccc2C)S(=O)(=O)c2ccccc2)cc1
  -6	14	8	0	-16	4	-3	3	6
- CCCCn1c(C(C)NC(=O)c2cccs2)nc2ccccc21 (stereo unspecified)
  -11	6	-2	-2	-14	0	2	-8	9
- C[n+]1cc(C(=O)N2CCCCC2)ccc1/C=C/c1c[nH]c2ccccc12
  -167	13	11	2	11	0	0	-11	3

# Not all compounds are listed; the hit share may differ from the screen's.
